Source: PubChem BioAssay
NPC1 promoter act: activates the NPC1 promoter; 320,000 compounds, 2.4% hits; Potency, µM (series often up to 9.22 µM), for inactives: at the top dose activation, most hits filed as activators; AID 485313; Huh7 NPC1 promoter luciferase reporter, 24 h;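 note: potency is the fitted concentration of half-maximal effect; % of control where 0% means no effect; nearly all actives have a fitted effect of over 60% in size; reporter is driven by a mutant NPC1 promoter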
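Huh7 cells stably carrying NPC1 promoter–luciferase, plated in Opti-MEM with 10% FBS for 2 h, were exposed to compound in DMSO for 24 h at 37 °C; luciferase reagent was added for 10 min and luminescence read.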
p53 reactivator: restores transcriptional activity of mutant p53 | 320,000 compounds, 0.063% hits | AID 504706 | Potency, µM (top dose mostly 92.2 µM), for the others: at the highest dose activity change, positive = activation, actives largely listed as activators | H1299 p53-A138V BP100-luciferase reporter, luminescence, 24 h; note: potency is the fitted concentration of half-maximal effect; % of control where 0% means no effect; nearly all actives have a fitted effect of over 45% in size
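H1299 (p53-null), stable ts p53-A138V + BP100-Luc; 1000 cells/well, Opti-MEM/10% FBS; cpd 4 pt, 1:5; 24 h, 37 deg C, 5% CO2; detection reagent 10 min RT; luminescence.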
BRCA1 expr act: activators of BRCA1 expression; AID 624202; MCF7-BRCA1-FFLuc reporter, luminescence, 48 h; response scale: scaled: vehicle 0%, 10 µM genistein 100%; 380,000 compounds, 1.1% hits; Potency, µM (series often up to 46.1 µM), without a hit: at the highest dose activation, hits mostly activators; note: potency is the fitted concentration of half-maximal effect; nearly all actives have a fitted effect of over 80% in size; some results filed as inactive show a strong effect at the top dose
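48 h compound treatment of MCF7-BRCA1-FFLuc cells (phenol-red free MEM, 37 °C), then 15 min with luciferase substrate and luminescence imaging.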
FLuc counter: inhibits or activates purified firefly luciferase, miR-21 counter-screen; purified FLuc, Km substrates, luminescence inhibition; Potency, µM (series often up to 57.5 µM), for inactives: at the top dose activity change, negative = inhibition, hits mostly inhibitors; 360,000 compounds, 6.9% hits;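 note: potency is the fitted concentration of half-maximal effect; plate controls were vehicle for no effect and reference inhibitor for full effect; nearly all actives have a fitted effect of over 55% in size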
Target sequence (P08659 whole entry, looked up): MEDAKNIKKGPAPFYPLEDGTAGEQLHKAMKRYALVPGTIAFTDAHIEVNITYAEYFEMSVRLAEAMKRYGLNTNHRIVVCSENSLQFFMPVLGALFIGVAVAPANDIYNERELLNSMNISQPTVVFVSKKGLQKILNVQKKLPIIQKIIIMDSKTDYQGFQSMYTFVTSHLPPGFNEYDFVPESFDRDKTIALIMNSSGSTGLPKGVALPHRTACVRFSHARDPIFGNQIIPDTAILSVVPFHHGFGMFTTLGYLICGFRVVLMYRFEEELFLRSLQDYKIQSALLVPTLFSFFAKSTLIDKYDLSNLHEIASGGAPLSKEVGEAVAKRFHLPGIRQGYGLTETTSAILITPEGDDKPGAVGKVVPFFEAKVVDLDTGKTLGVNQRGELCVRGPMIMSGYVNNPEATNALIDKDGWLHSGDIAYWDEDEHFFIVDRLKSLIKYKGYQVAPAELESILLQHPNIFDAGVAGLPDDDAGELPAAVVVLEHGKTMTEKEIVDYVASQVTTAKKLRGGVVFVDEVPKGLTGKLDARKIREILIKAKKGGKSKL
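Biochemical qHTS of compounds, final roughly 60 µM downward over six points, against 10 nM purified firefly luciferase using Km concentrations of substrates (10 uM D-luciferin, 10 uM ATP) in Tris acetate pH 7.5 buffer; luminescence output.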
ELG1 genotoxic: inducers of genotoxicity in HEK293T ELG1-luciferase cells | 330,000 compounds, 1.3% hits | Potency, µM (doses to about 46 µM), inactives show at the top dose activity change, positive = activation, hits mostly activators | HEK293T ELG1-luciferase reporter, luminescence, 16 h | AID 504466; note: potency is the fitted concentration of half-maximal effect; % of control where 0% means no effect; nearly all actives have a fitted effect of over 60% in size
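Cells (2,000/well) expressing the ELG1-luciferase fusion are dosed by pin tool and kept 16 hr at 37 °C, 5% CO2. Signal comes from ONE-Glo luciferase reagent after 30 min at room temperature.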
Menin-MLL TR inh: displaces Texas Red mutant MLL peptide from human menin. 270,000 compounds, 0.23% hits. AID 1768. Menin + Texas Red MLL mutant peptide, fluorescence polarization. Potency, µM (highest dose often 61.6 µM), without a hit: at the top dose FP activity change, negative = inhibition, hits mostly inhibitors. O00255; active = well fitted inhibition curve with a large enough effect in the polarisation, with a control signal flat, not every such curve was filed as active; inconclusive = small, poorly fitted or top-dose-only effect, or effect the other way, or a change in a side signal; inactive = no such curve, though single readings can be large or run the other way; the % refers to the polarisation; note: potency is the fitted concentration of half-maximal effect; % of control where 0% means no effect; many of its hits are not listed in these tables
RORgamma inh: ROR gamma (mouse) transcription inhibition; Drosophila S2 Gal4-RORgamma UAS-luciferase reporter, 20 h; P51450; Potency, µM (titrated, usually from 53.6 µM), for inactives: at the highest dose activity change, negative = inhibition, actives largely listed as inhibitors; 310,000 compounds, 5.4% hits; note: potency is the fitted concentration of half-maximal effect; % is set by controls: 0 for no effect and ±100 for the full control effect; nearly all actives have a fitted effect of over 60% in size
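Read-out: Photinus luciferase luminescence; inhibitors lower reporter signal. Insect Schneider cells with Gal4-ROR gamma fusion under metallothionein promoter, UAS reporter; 700 uM final copper sulfate induction, 20 hr, ambient temperature.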
PKM2 activator: PKM2 (human) enzyme activation; purified PKM2, Kinase-Glo ATP luminescence, activation; response scale: 0% is enzyme alone, no compound; P14618; Potency, µM (doses to about 57.5 µM), for inactives: at the highest dose activation, most hits filed as activators; 260,000 compounds, 0.34% hits; AID 1631; note: potency is the fitted concentration of half-maximal effect; % is set by controls: 0 for no effect and ±100 for the full control effect; nearly all actives have a fitted effect of over 55% in size
Target sequence (P14618 whole entry, looked up): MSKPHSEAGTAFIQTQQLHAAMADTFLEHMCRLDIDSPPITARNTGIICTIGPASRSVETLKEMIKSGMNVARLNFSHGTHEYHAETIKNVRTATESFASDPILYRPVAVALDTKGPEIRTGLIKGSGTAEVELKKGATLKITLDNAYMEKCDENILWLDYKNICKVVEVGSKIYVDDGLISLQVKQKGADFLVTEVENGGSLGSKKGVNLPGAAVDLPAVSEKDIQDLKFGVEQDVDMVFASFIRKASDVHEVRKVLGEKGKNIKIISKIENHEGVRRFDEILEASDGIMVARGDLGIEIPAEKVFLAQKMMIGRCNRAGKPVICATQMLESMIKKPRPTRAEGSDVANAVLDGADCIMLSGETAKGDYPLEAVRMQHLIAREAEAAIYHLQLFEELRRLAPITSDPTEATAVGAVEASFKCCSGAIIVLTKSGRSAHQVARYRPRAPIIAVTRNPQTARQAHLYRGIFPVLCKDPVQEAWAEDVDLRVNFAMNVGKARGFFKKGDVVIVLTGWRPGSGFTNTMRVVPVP
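hPK-M2, >95% pure; 0.1 mM ADP / 0.5 mM PEP final; imidazole pH7.2 buffer w/ 7 mM MgCl2, 50 mM KCl; 1 h RT; Kinase-Glo lum. Intermediate enzyme activity for dual inhibitor/activator qHTS.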
Giardia kill: Giardia lamblia killing | Giardia lamblia trophozoite viability | activity change, % at 7.66 µM, hits read low | 340,000 compounds, 0.15% hits | AID 540267; in the data active = activity change below about -80%; inconclusive = between about -30% and that limit;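 note: parasites exposed to compound for two days anaerobically before the ATP read; % is set by controls: 0 for no effect and ±100 for the full control effect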
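Anaerobic 48 hrs incubation at 37 deg C of 100 trophozoites/well with test compounds; ATPLite 1-Step luminescence, 15-30 min RT, reports cellular ATP as viability.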
Rab9 prom act: Rab9 promoter activation; 320,000 compounds, 2.8% hits; Huh7 Rab9 promoter-luciferase reporter, luminescence, 24 h; AID 485297; Potency, µM (top dose mostly 9.22 µM), for inactives: top-dose activation, negative = inhibition, most hits filed as activators; note: potency is the fitted concentration of half-maximal effect; % of control where 0% means no effect; nearly all actives have a fitted effect of over 60% in size
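Huh7 cells stably carrying a Rab9 promoter-luciferase reporter, 1500 cells per well in OP-MEM I with 10% FBS, treated with compound 24 hours at 37C. Luciferase activity read by luminescence after 10 minutes with Amplite reagent.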
VP16 counter: counter-screen for ROR gamma inhibitors: Gal4-VP16 reporter; AID 2546; Drosophila S2 Gal4-VP16 UAS-luciferase, luminescence, 20 h; 310,000 compounds, 3.5% hits; Potency, µM (doses to about 53.6 µM), inactives show top-dose activity, negative = inhibition, usual class: inhibitors;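 note: Gal4-VP16 expression switched on by copper sulfate through the metallothionein promoter; potency is the fitted concentration of half-maximal effect; % is set by controls: 0 for no effect and ±100 for the full control effect; nearly all actives have a fitted effect of over 50% in size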
* hit, by the source's call; ? = inconclusive; · = not tested or not shown; [ ] = dose if it differs, or a comment. Unless noted, calls come from the whole dose curve; as a rule, active = well fitted curve in the direction sought with a large enough effect; inconclusive = small, poorly fitted or top-dose-only effect, or another doubt; inactive = no such curve, though single readings can be large; an effect the other way counts as inactive or inconclusive. The list is partial (hit frequency here may not be typical).

| nr | compound | NPC1 promoter act | p53 reactivator | BRCA1 expr act | FLuc counter | ELG1 genotoxic | Menin-MLL TR inh | RORgamma inh | PKM2 activator | Giardia kill | Rab9 prom act | VP16 counter |
| --- | --- | --- | --- | --- | --- | --- | --- | --- | --- | --- | --- | --- |
| 1 | Cc1cc(=O)[nH]c(-n2[nH]c(C)cc2=O)n1 | -1% | -2% | 14% | -4% | 1% | -5% | -20% | -1% | 0 | -1% | 3% |
| 2 | C/C(=N\NC(=O)C(O)c1ccccc1)c1ccc(Cl)s1 (configuration not stated) | 4% | 6% | 0% | 0% | 0% | -14% | 1% | -8% | -16 | 4% | -11% |
| 3 | O=C(NCCN1CCOCC1)C1CCN(c2ncnc3c2sc2cccc(F)c23)CC1 | 1% | -5% | -13% | ? | -6% | -15% | 2% | 27% | 23 | -7% | 14µM* |
| 4 | O=C(NCC(c1ccccc1Cl)N1CCCC1)C1CCN(C(=O)Nc2ccccc2)CC1 (configuration not stated) | -1% | -3% | -1% | -1% | 4% | · | · | · | 5 | 1% | · |
| 5 | CN(Cc1nc(Cc2cccc(C(F)(F)F)c2)no1)C1CC(C)(C)NC(C)(C)C1 | 0% | -2% | 10% | 1% | 2% | -1% | -16% | -24% | -14 | -10% | -3% |
| 6 | O=C(CCN1C(=O)/C(=C\c2cccs2)SC1=S)Nc1ccc(C(=O)O)cc1 | -2% | 6% | -23% | 0% | 12% | · | -4% | 7% | -27 | -4% | -11% |
| 7 | O=C(NOC(=O)c1ccccc1F)c1ccc(OC(F)F)cc1 | 1% | 5% | 6% | ? | -4% | 14% | ? | -7% | -9 | 15% | ? |
| 8 | CCOC(=O)C1=C(C)NC(=O)N(C(C)=O)C1c1ccc(Cl)cc1 (configuration not stated) | 0% | -4% | -25% | 3% | 0% | 15% | -6% | 1% | -1 | 3% | -14% |
| 9 | COc1ccc(NC(=O)COC(=O)c2ccc3c(c2)OCCO3)cc1OC | -1% | 6% | 3% | 4% | 6% | · | · | · | 9 | 1% | · |
| 10 | c1ccc2oc(-c3ccc4nc[nH]c4c3)nc2c1 | 2.5µM* | ? | ? | 3.4µM* | 21µM* | -4% | -30% | 2% | -16 | 1.6µM* | -10% |
| 11 | O=C(Cc1c(F)cccc1Cl)Nc1cccnc1 | -3% | -8% | 7% | 5% | 1% | 1% | 7% | 2% | -5 | 1% | 3% |
| 12 | Cc1cnc(C(=O)OCc2ccc(C#N)cc2)cn1 | -8% | -7% | -17% | 4% | -1% | -15% | -2% | 3% | 8 | -1% | -10% |
| 13 | O=C(O)c1ccc2c(=O)n3c(nc2c1)/C(=C/c1ccc(OC(F)F)cc1OC(F)F)CC3 | -2% | -1% | -36% | 4% | 0% | 26% | 3% | · | 7 | -3% | -3% |
| 14 | COc1ccc(C2=NN(C(=O)c3cccnc3)C(c3ccccc3)C2)cc1 (configuration not stated) | -2% | -9% | -5% | -11% | -1% | -9% | 1% | 2% | 4 | -16% | 4% |
| 15 | CN1CCN(C(=O)C23CC4CC(CC(C4)C2)C3)CC1 | -2% | 3% | -18% | 3% | -1% | -13% | 12% | -3% | -12 | -3% | -6% |
| 16 | Cc1cc(C)nc(SSc2nc(C)cc(C)n2)n1 | 10% | · | 7% | ? | -4% | 13% | 5.6µM* | 5% | 8 | -1% | 6.3µM* |
| 17 | COc1cccc(OC)c1C(=O)OCC(=O)N(C)c1ccccc1 | -3% | -3% | 14% | -1% | -4% | -7% | 0% | -4% | 9 | -2% | 3% |
| 18 | Fc1ccc2c(c1)C(c1ccc(N3CCOCC3)cc1)=NNC(c1cccs1)=N2 | -3% | -15% | -39% | -15% | -9% | ? | 8% | -2% | -16 | -3% | 0%[0.365 µM] |
| 19 | NS(=O)(=O)c1ccc(NC(=O)CN2C(=O)C3C4C=CC(C4)C3C2=O)cc1 (configuration not stated) | -2% | 19% | 0% | -2% | 0% | 1% | 5% | 0% | 18 | 2% | 3% |
| 20 | CC(Nc1cc(N2CCOCC2)ccc1[N+](=O)[O-])c1ccccc1 (configuration not stated) | -1% | -6% | -32% | -2% | 0% | 1% | -1% | 1% | 3 | -5% | -8% |
| 21 | COCCn1c(SCC(=O)OCc2ccccc2)nc2c1c(=O)[nH]c(=O)n2C | -3% | 1% | -7% | 0% | -1% | -15% | -10% | 1% | -18 | -1% | 5% |
| 22 | O=C(CCCN1C(=O)c2ccccc2C1=O)Nc1ccc(S(=O)(=O)N2CCOCC2)cc1 | 1% | -4% | 6% | 0% | -2% | 15% | -23% | 2% | 7 | 9% | 14% |
| 23 | COc1cccc(-c2nc(CS(=O)(=O)c3ccccc3)no2)c1 | 2.8µM* | 13% | ? | 12µM* | ? | 24% | 40% | 5% | 0 | 3.2µM* | 2% |
| 24 | COc1cc(/C=N/NC(=O)c2nc(-c3ccccc3)n(-c3ccccc3)n2)ccc1O | 3% | -8% | -7% | ? | 1% | 0% | -1% | -6% | -17 | 1% | -6% |
| 25 | Cc1cc(-c2n[nH]c(=S)n2/N=C/c2c[nH]c3ccccc23)n[nH]1 | -3% | -2% | -19% | 3% | 0% | · | 8% | 2% | -15 | 11% | -3% |

An excerpt from above in order of the Rab9 prom act value, falling:
item | SMILES | NPC1 promoter act | p53 reactivator | BRCA1 expr act | Menin-MLL TR inh | PKM2 activator | Rab9 prom act
11 | O=C(Cc1c(F)cccc1Cl)Nc1cccnc1 | -3% | -8% | 7% | 1% | 2% | 1%
21 | COCCn1c(SCC(=O)OCc2ccccc2)nc2c1c(=O)[nH]c(=O)n2C | -3% | 1% | -7% | -15% | 1% | -1%
13 | O=C(O)c1ccc2c(=O)n3c(nc2c1)/C(=C/c1ccc(OC(F)F)cc1OC(F)F)CC3 | -2% | -1% | -36% | 26% | · | -3%

The results go on.
Value order – NPC1 promoter act, p53 reactivator, BRCA1 expr act, FLuc counter, ELG1 genotoxic, Menin-MLL TR inh, RORgamma inh, PKM2 activator, Giardia kill, Rab9 prom act, VP16 counter
26. CCOc1cc(C=O)ccc1OCC(=O)NC(C)(C)C
  -2%, 3%, 18%, 1%, 0%, 3%, -26%, 2%, 7, -1%, 1%
27. O=C1NC(=O)C(c2cccs2)(c2cccs2)N1
  1%, 4%, -13%, 0%, 1%, 11%, -8%, -2%, 12, 2%, -22%
28. CC1(c2nnc(-c3ccc(F)cc3)o2)CC(c2ccccc2)=NO1 (configuration not stated)
  -5%, 1%, 3%, -4%, 4%, ·, 7%, 0%, 1, -4%, -2%
29. CC1(OC(=O)CCc2ccccc2)C(=O)C=C2C=C(c3ccc(C#N)cc3)N(C3CCCC3)C=C2C1=O (configuration not stated)
  1%, 1%, -6%, -2%, -1%, -20%[11.7 µM], 27%, 0%[11.5 µM], 32[activator], -1%, -7%
30. COc1cc(NC(=O)COC(=O)[C@@H]2CCCN2S(=O)(=O)c2ccc(Cl)cc2)cc(OC)c1OC
  4%, -19%, 1%, 1%, 0%, 4%, -6%, 1%, 10, 5%, 4%
31. CCOc1ccc(NC(=O)c2ccccc2OCC(=O)c2ccccc2)cc1
  23%, 8%, 51%, 2.1µM*, 15%, ?, -7%, -14%, -29, ?, -7%
32. COc1ccc(CC(C)N2CCN(c3ccccc3OC)CC2)cc1OC (configuration not stated)
  -6%, -1%, -4%, 3%, -2%, 3%, -12%, 1%, -1, -7%, 5%
33. O=C(COC(=O)Cc1c(F)cccc1Cl)NCCC1=CCCCC1
  1%, -3%, -16%, -15%, 1%, 16%, 20%, 2%, 1, -2%, -10%
34. CSc1nc(C)c2c(n1)N(c1ccc(O)cc1)CC2
  -4%, -2%, -17%, -5%, 2%, 16%, -20%, 1%, 4, 3%, 2%
35. CCNc1nc(SC(C)C(=O)OC)nc(N2CCOCC2)n1 (configuration not stated)
  22%, 0%, -1%, 11%, 9%, 11%, -14%, 19%, -21, 7%, -21%
36. COc1cc2c(cc1OC)CN(c1ccc(C(F)(F)F)cn1)CC2
  27%, 23%, 13µM*, 17µM*, ?, -1%, ?, 3%, -3, 17%, 2%
